Mac1 fbg enh = enhancers of CD11b/CD18 adhesion to fibrinogen, primary screen, K562 cells, luminescence | 93,000 tested, 0.07% active | AID 1499, 2009 | activation, % at 10 µM | Integrin beta-2 (Homo sapiens) + Integrin alpha-M (Homo sapiens), P05107+P11215 | ATPlite luminescence;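 active = 10 µM primary screen giving 50% or more activity, confirmed by 40% or more on retest at that dose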; note: strong numbers were not always called active; reference of the scale not given here
MT1-MMP txn act = MT1-MMP promoter reporter activation – cell-based, luciferase luminescence, primary screen; 86,000 tested, 0.16% active; HT1080 MT1-MMP promoter luciferase reporter, overnight; stronger effect = higher value; activation factor at 10 µM;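 active = activation factor of at least 2 for MT1-MMP transcription at 10 µM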
CD11b adhes inh = inhibitors of CD11b/CD18 adhesion to fibrinogen, primary screen, K562 cells, luminescence; inhibition, % at 10 µM; 93,000 tested, 0.54% active; ATPlite luminescence; Mn2+ added to activate the integrin;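 active = primary inhibition of 50% or more at 10 µM, then 40% or more on retest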; note: some results filed as inactive read as strong as hits
CYP2C19 activ = human CYP2C19 activators, primary screen, biochemical, luminescence | recombinant CYP2C19, luciferin-H EGE luminescence; stronger effect = higher value; 0 = fully inhibited enzyme, 1 = untreated enzyme | 96,000 tested, under 10 active | AID 1025, 2008 | activation factor at 5 µM | Cytochrome P450 2C19 (Homo sapiens), P33261;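 active = activation factor of at least 2 at 5 µM in the primary screen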;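 note: 0 = wells with 2.5 mM tranylcypromine and 1 = vehicle-only wells; values of inactives mirror those of a sister screen read the other way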
Target sequence (P33261 whole entry, looked up): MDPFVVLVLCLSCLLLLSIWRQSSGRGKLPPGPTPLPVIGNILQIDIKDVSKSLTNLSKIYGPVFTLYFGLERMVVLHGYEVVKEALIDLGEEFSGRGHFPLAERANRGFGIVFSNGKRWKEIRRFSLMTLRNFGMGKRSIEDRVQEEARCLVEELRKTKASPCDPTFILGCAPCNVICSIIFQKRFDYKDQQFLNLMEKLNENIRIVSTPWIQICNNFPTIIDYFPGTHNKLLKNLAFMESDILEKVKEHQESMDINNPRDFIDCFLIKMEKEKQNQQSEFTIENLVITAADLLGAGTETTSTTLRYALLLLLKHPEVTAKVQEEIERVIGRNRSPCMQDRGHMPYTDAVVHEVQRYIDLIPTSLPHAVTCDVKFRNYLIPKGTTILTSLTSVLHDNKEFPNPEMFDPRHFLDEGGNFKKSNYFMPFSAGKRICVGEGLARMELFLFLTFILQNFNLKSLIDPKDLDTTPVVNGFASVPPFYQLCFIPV
PLAP activator = PLAP enzyme activators, biochemical, luminescence, HTS. Alkaline phosphatase, placental type (Homo sapiens), P05187. purified PLAP enzyme, luminescent substrate read-out; stronger effect = higher value. activation fold at 20 µM. 96,000 tested, 1.2% active. AID 696, 2007; in the data active = activation fold above about 2
Target sequence (P05187 whole entry, looked up): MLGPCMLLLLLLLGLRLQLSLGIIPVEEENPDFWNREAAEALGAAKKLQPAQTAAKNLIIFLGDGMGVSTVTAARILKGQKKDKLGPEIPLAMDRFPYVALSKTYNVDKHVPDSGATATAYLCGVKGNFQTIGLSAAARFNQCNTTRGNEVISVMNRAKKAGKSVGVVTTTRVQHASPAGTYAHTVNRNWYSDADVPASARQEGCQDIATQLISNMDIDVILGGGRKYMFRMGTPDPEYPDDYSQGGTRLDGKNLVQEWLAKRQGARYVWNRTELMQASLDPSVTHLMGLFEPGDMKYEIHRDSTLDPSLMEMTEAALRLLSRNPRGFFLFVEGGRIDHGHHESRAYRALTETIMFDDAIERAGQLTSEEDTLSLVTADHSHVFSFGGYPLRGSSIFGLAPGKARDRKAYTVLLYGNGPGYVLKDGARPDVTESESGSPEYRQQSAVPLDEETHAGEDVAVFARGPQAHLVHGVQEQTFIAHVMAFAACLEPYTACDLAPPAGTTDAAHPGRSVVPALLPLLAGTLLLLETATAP
CYP2C9 act = human CYP2C9 activators, primary screen, biochemical, luminescence | Cytochrome P450 2C9 (Homo sapiens), P11712 | recombinant CYP2C9, luciferin-H conversion; stronger effect = higher value; factor 1 = untreated enzyme, 0 = blocked | activation factor at 5 µM | 96,000 tested, 1.4% active;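 active = activation factor of 2 or more for CYP2C9 at a 5 µM dose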;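 note: 0 = sulfaphenazole-blocked wells and 1 = vehicle-only wells; values of inactives mirror those of a sister screen read the other way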
CYP2C9 inhib = blockers of cytochrome P450 2C9 activity – biochemical, luminescence, ADME assay, primary screen | P11712 | CYP2C9 Supersomes, luciferin-H conversion | inhibition, % at 5 µM | 96,000 tested, 20% active | AID 777, 2007;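 active = blocking of liver enzyme CYP2C9 beyond about 50% at 5 µM, limit read from the data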; note: values of inactives mirror those of a sister screen read the other way
CYP2C19 inh = blockers of cytochrome P450 2C19 activity – biochemical, luminescence, ADME assay, primary screen; CYP2C19 Supersomes, luciferin-H EGE luminescence, 30 min; P33261; 96,000 tested, 21% active; inhibition, % at 5 µM; AID 778, 2007;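 active = CYP2C19 inhibition above a set limit at 5 µM in the primary screen, cut at about 50% in these data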;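 note: plate controls were negative control wells for no effect and 2.5 mM tranylcypromine positive control for full effect; values of inactives mirror those of a sister screen read the other way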
PTK2B oligo ant = antagonists of Pyk2 self-association, primary screen, Q293 cells, FERM NanoBiT luminescence, HTS; 99,000 tested, 0.83% active; Protein-tyrosine kinase 2-beta (Homo sapiens), Q14289; AID 1347419, 2020; z-score (the deposit names both 25 µM and 10 µM); stronger effect = lower value;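 active = Z-score of -3 or lower, scaled per plate to the spread of control and sample wells; inactive = z-score above -3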;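 note: negative z-score means lost luminescence so less FERM oligomerization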
Numbers without * were called inactive; . = no result given. Not a hit list, and some 31% of all compounds hit somewhere here.

SMILES | Mac1 fbg enh | MT1-MMP txn act | CD11b adhes inh | CYP2C19 activ | PLAP activator | CYP2C9 act | CYP2C9 inhib | CYP2C19 inh | PTK2B oligo ant
CC(=O)c1cccc(N2C(=NC(=O)C(C)C)SC3CS(=O)(=O)CC32)c1 (centres undefined) | 0 | 1.1 | -1 | 0.8 | 1.2 | 0.6 | 37 | 18 | -0.21
CCCCn1c(=O)nc2n(-c3ccccc3)c3ccccc3cc-2c1=O | 0 | . | 7 | 0.9 | 1.2 | 0.9 | 5 | 15 | -1.1
COc1ccc(N2CCN(c3nc(NCCO)nc(N4CCOCC4)n3)CC2)cc1 | -5 | 1.1 | 5 | 0.4 | 1.4 | 0.2 | 80* | 59* | 0.03
CC1CCN(CCCNC(=O)CCCNC(=O)Cn2cnc3sc4c(c3c2=O)CCCC4)CC1 | -3 | 1 | 5 | 1 | 1.7 | 0.9 | 6 | -3 | -0.22
Cc1cc(OCC(=O)N2CCc3ccccc3C2)c2c(-c3ccccc3)cc(=O)oc2c1 | -5 | 1.1 | 6 | 0.1 | 1.7 | 0 | 97* | 86* | -1.6
CC(c1ccccc1)C1NC(C(=O)O)CS1 (centres undefined) | . | 1.1 | . | 1.1 | 1 | 0.9 | 11 | -8 | -0.23
CCC(=O)Nc1ccc(S(=O)(=O)N2CCCCC2)cc1OC | 8 | 1.3 | -4 | 0.3 | 1 | 2.4* | -142 | 67* | -0.47
COc1ccc(-c2cc(C(F)(F)F)n3nc(C(=O)N4CCCC4)cc3n2)cc1 | -3 | 1.5 | -4 | 0.9 | 0.9 | 1.1 | -13 | 12 | 0.4
COc1ccc(C)cc1NC(=O)C1CCC(CNc2c(N3CCOCC3)c(=O)c2=O)CC1 (centres undefined) | 4 | . | -6 | 1.1 | 1.1 | 1.4 | -38 | -6 | .
Cc1ccc(N2CC(C(=O)N/N=C/c3cccc([N+](=O)[O-])c3)CC2=O)cc1 (centres undefined) | -1 | . | -4 | 0.7 | 0.9 | 0.6 | 36 | 25 | -0.74
O=S(=O)(c1ccc(F)cc1)N1CCn2c(nc3ccccc32)C1 | -3 | . | -7 | 0.6 | 0.8 | 0.9 | 15 | 44 | .
O=C(Oc1ccc(Cl)cc1)N1CCCCC1 | -6 | 1.7 | 10 | 0.6 | 1 | 0.8 | 18 | 40 | 1.1
O=C(O)c1cc(NCc2c(F)cccc2Cl)ccc1N1CCOCC1 | -4 | 1.2 | 11 | 1 | 1.3 | 0.7 | 25 | -5 | 0.48
O=c1c2ccccc2cnn1-c1ccc(Br)cc1 | -2 | 1.8 | -12 | 0.8 | 0.9 | 0.8 | 18 | 18 | -0.18
O=C(Nc1nccs1)c1ccc(S(=O)(=O)c2ccccc2)cc1 | -7 | 1 | -12 | 1.1 | 0.9 | 1.2 | -25 | -12 | 0.89
CC1(C)CC(=O)c2sc(NC(=O)CN3C(=O)CCC3=O)nc2C1 | 12 | 1.1 | -41 | 0.9 | 1.1 | 1.1 | -9 | 10 | .
Cn1ccnc1SCC(=O)Nc1cccc2ccccc12 | -1 | 1.4 | 0 | 0 | 0.9 | 1.6 | -61 | 97* | 0.24
COc1ccc(-c2nnn(CC(=O)OC3CCCCC3)n2)cc1OC | -7 | 1.2 | -1 | 0.6 | 1.2 | 1.1 | -5 | 43 | 1.4
CSc1ccccc1NC(=O)c1cc(C(C)C)on1 | -5 | 1.7 | 0 | 1 | 0.9 | 1.4 | -44 | -2 | -0.47
Cc1ccc(S(=O)(=O)NCCSc2nnc(N)s2)cc1 | 1 | 1.1 | 6 | 0 | 1 | 2* | -99 | 96* | 1.7
CN(NS(=O)(=O)c1ccccc1)c1nc2ccccc2nc1C(F)(F)F | -2 | 1 | -3 | 0 | 1.2 | 0.1 | 90* | 99* | -0.85
C=CCNC(=O)c1ccc(-c2nc(-c3ccc(Cl)cc3Cl)cs2)cc1 | 56 | . | -6 | 1.1 | 0.7 | 1.1 | -7 | -13 | 0.5
O=C1c2ccccc2C(=O)N1Cc1nn2c(-c3ccc(Cl)cc3)nnc2s1 | 0 | 1.3 | -15 | 0.7 | 0.8 | 1.2 | -22 | 34 | 0.13
CCOC(=O)C(NC(C)=O)C(OC(C)=O)c1cccc([N+](=O)[O-])c1 (centres undefined) | . | . | . | 0.9 | 0.9 | 1 | 0 | 5 | 0.54
Cc1cc2c(s1)c1cnn(Cc3ccccc3F)c(=O)c1n2C | 4 | 1.2 | -4 | 0.5 | 0.9 | 1 | 5 | 51* | -0.98
O=C(O)c1cc(-c2ccccc2)on1 | 4 | 1.2 | 1 | 1.1 | 0.9 | 0.9 | 10 | -12 | 0.09
C=CCSc1nc(C)c2cc(C)cc(C)c2n1 | -2 | 1.1 | 3 | 0.6 | 1.6 | 0.8 | 16 | 37 | -0.55
CC(Oc1ccccc1Br)C(=O)N1CCc2ccccc21 (centres undefined) | 0 | 1.5 | 5 | 0.7 | 1.1 | 0.8 | 20 | 32 | -1
CC(C)C(NC(=O)c1ccco1)C(=O)NCC(c1ccco1)N1CCCCC1 (centres undefined) | -4 | 1.1 | -34 | 0.7 | 1.4 | 0.7 | 30 | 31 | 0.83
CCNC(=S)NNC(=O)c1cc(-c2cc(C)ccc2C)nc2ccccc12 | 0 | . | 23 | 0.7 | 1.8 | 0.3 | 66* | 26 | 1.5
O=C(Nc1ccon1)c1ccccc1F | -8 | 1.1 | 4 | 0.9 | 0.9 | 0.9 | 8 | 11 | -0.12
CCn1cc(C(=O)N2CCCCC2)c(=O)c2cc(S(=O)(=O)N3CCC(C)CC3)ccc21 | -2 | 1 | -1 | 1.2 | 1.6 | 1.1 | -8 | -16 | 0.7
CCCCCCCCN=C1NC(=O)CS1 | -3 | 1.2 | -2 | 0.9 | 1 | 1.1 | -8 | 10 | 1.7
CN(C)S(=O)(=O)c1cccc(-c2nnc(SCc3cc(Cl)cc4c3OCOC4)n2N)c1 | -1 | 1.1 | -15 | 0.6 | 1.5 | 0.2 | 82* | 43 | -1.1
CC1CCN(S(=O)(=O)c2cc(Br)cc(C(=O)NC3=NCCS3)c2)CC1 | -4 | 1.3 | -4 | 0.3 | 1.5 | 0.6 | 45 | 68* | -2
Cc1c(NC(=O)CSc2n[nH]c(-c3ccccc3)n2)c(=O)n(-c2ccccc2)n1C | 0 | 1.2 | 6 | 1 | 0.9 | 1 | 2 | 4 | -0.17
COc1ccc(OC)c(NC(=O)c2ccccc2SC)c1 | 4 | 1 | 0 | 0.6 | 0.8 | 0.9 | 12 | 38 | -0.67
O=C(O)CCCNS(=O)(=O)c1ccc(Br)s1 | -6 | 1.1 | -14 | 0.9 | 1 | 0.9 | 10 | 7 | 0.75
COc1cccc(C(=O)Nc2c(C(N)=O)oc3ccccc23)c1 | 5 | 1.2 | -16 | 0.9 | 0.9 | 3.3* | -234 | 6 | .
Clc1cccc(Cl)c1CON/C=N/c1ncnc2sccc12 | -6 | . | 29 | 0.8 | 0.9 | 1 | 3 | 16 | -0.71
CCOC(=O)C1/C(=N\O)CC(C)(O)C(C(=O)OCC)C1c1ccc(N(C)C)cc1 (centres undefined) | -2 | 1.1 | -18 | 0.2 | 1.5 | 0.8 | 21 | 84* | -0.16
CC(=O)N1CCc2cc(S(=O)(=O)Nc3cccc(C(F)(F)F)c3)ccc21 | -6 | . | 40 | 0 | 1.6 | 0.3 | 71* | 95* | -1.8
O=C1C2CCCN2C(c2ccc(F)cc2)N1c1nccs1 (centres undefined) | . | 1.2 | . | 1 | 1.6 | 0.9 | 15 | -1 | -0.63
COc1cccc(C2=NOC(C(=O)NCCN3CCOCC3)C2)c1 (centres undefined) | -4 | 1.1 | -8 | 1.1 | 1.1 | 1 | 3 | -6 | 0.44
C=CCn1c(C)cc(C(=O)CSc2nnc(NC(C)C)s2)c1C | -2 | . | -4 | 0.3 | 1 | 0.8 | 18 | 73* | 0.05

3 entries from above in another layout:
Each structure is followed by: Mac1 fbg enh, MT1-MMP txn act, CD11b adhes inh, CYP2C19 activ, PLAP activator, CYP2C9 act, CYP2C9 inhib, CYP2C19 inh, PTK2B oligo ant
CCC(=O)Nc1ccc(S(=O)(=O)N2CCCCC2)cc1OC
 : 8, 1.3, -4, 0.3, 1, 2.4*, -142, 67*, -0.47
COc1ccc(-c2cc(C(F)(F)F)n3nc(C(=O)N4CCCC4)cc3n2)cc1
 : -3, 1.5, -4, 0.9, 0.9, 1.1, -13, 12, 0.4
COc1ccc(C)cc1NC(=O)C1CCC(CNc2c(N3CCOCC3)c(=O)c2=O)CC1 (centres undefined)
 : 4, ., -6, 1.1, 1.1, 1.4, -38, -6, .

New compounds follow.
SMILES | Mac1 fbg enh | MT1-MMP txn act | CD11b adhes inh | CYP2C19 activ | PLAP activator | CYP2C9 act | CYP2C9 inhib | CYP2C19 inh | PTK2B oligo ant
CCOc1ccc(Nc2nc(Cc3nnc(SCC(=O)c4ccc(C)c(C)c4)o3)cs2)cc1 | 26 | 1.1 | 30 | 1 | 0.8 | 1 | 4 | -3 | -0.69
COc1cccc(C(O)c2cnc(C(C)C)n2C)c1OC (centres undefined) | 0 | 1.3 | -16 | 0.8 | 1 | 0.7 | 28 | 17 | 1
CCOC(=O)CNS(=O)(=O)c1ccc(S(=O)(=O)N2CCCC2)cc1 | 2 | 1 | -39 | 1 | 0.8 | 0.9 | 15 | 3 | 0.34
CNC(=O)c1ccccc1F | -2 | 1.2 | 2 | 1.3 | 1 | 1 | -2 | -28 | -0.65
CSc1sc(C)cc1C1C(C#N)=C(N)N(c2cccnc2)C2=C1C(=O)CCC2 (centres undefined) | . | 1.1 | . | 0.7 | 1 | 0.8 | 23 | 29 | -1.3
COc1cccc(NC(=O)c2nn(C34CC5CC(CC(C5)C3)C4)cc2[N+](=O)[O-])c1 | -4 | . | 1 | 0.9 | 0.9 | 0.9 | 11 | 10 | -0.19
O=C(c1cc(-c2ccc3c(c2)OCO3)on1)N1CCN(c2ccccc2)CC1 | -8 | 1.6 | 21 | 0.9 | 1.1 | 0.5 | 50* | 10 | -1
CCOc1cccc(N2C(=O)CC(N3CCN(c4nc5ccccc5s4)CC3)C2=O)c1 (centres undefined) | -1 | 1.1 | 14 | 0.7 | 1 | 0.7 | 28 | 27 | 0.19
CCCNC(=O)C1CC(=O)N(c2ccc(OCC(=O)Nc3cccc(C)c3C)cc2)C1 (centres undefined) | 3 | 1.1 | -4 | 1.2 | 1.1 | 0.8 | 22 | -17 | .
COc1ccc(N(CC(=O)N2CCc3ccccc3C2)S(C)(=O)=O)cc1 | 1 | . | -54 | 0.8 | 0.9 | 1 | 1 | 18 | -0.63
N#Cc1cnc(Nc2nc3ccccc3o2)nc1-c1ccccc1 | 0 | 1.4 | -8 | 0.8 | 1.7 | 0.4 | 62* | 21 | 0.28
COc1cccc(C2(O)CCN(C(=O)C3CCC3)CC2)c1 | 1 | 1.1 | -16 | 0.4 | 1 | 0.5 | 47 | 64* | 0.5
Cc1cccc(N2CCN(Cc3oc(CO)cc(=O)c3O)CC2)c1C | -2 | 1.1 | 1 | 1 | 2.2* | 1 | -2 | 1 | 1.2
COC(=O)C1CSC(C(=O)OC)N1C(=O)Nc1ccc(Cl)c(Cl)c1 (centres undefined) | -1 | . | 18 | 0.4 | 1 | 0.3 | 67* | 61* | 0.28
CCOc1ccc(NC(=O)CN(C)c2nnnn2-c2ccccc2)cc1OCC | 0 | 1.2 | -6 | 0.3 | 1.4 | 0.7 | 27 | 72* | -0.35

Screens (PubChem)
